# PRC2 inh = EZH2/PRC2 methyltransferase inhibitors, primary screen, biochemical, DELFIA time-resolved fluorescence, single point; Histone-lysine N-methyltransferase EZH2 (Homo sapiens), Q15910; PRC2 H3K27 methylation, DELFIA TRF, 1 h; inhibition, % at 12.5 µM; 57,000 compounds, 0.35% hits;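 active = mean inhibition of replicates at least 50% and every single replicate also reaching 50%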;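 note: dimethyl H3K27 on biotinylated H3 21-44 peptide detected by antibody; plate controls were median neutral control wells for no effect and median positive control wells for full effect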
# Target sequence (Q15910 whole entry, looked up): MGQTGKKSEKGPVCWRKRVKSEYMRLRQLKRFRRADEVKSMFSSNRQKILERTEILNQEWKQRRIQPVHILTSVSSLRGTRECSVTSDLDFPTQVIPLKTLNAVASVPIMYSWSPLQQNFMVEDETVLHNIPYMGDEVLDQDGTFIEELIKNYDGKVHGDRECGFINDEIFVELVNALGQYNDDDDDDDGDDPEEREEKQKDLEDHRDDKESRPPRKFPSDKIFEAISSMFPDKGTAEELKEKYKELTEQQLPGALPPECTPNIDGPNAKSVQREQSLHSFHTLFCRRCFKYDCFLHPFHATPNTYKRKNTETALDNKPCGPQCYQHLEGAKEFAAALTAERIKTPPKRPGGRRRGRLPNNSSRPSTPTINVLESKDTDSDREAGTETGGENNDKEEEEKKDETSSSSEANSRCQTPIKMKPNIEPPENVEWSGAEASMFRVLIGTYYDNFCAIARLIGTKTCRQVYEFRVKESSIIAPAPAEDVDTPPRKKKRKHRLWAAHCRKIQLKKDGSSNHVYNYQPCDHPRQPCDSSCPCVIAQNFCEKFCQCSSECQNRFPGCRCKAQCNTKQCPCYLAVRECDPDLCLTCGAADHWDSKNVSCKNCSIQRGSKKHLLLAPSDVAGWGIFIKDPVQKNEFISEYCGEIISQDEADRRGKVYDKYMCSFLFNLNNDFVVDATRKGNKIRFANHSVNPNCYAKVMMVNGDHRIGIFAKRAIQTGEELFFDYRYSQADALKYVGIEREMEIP
# IDH1 R132H inh = inhibitors of IDH1 R132H reductase, primary screen, biochemical, plate reader, single point; 70,000 compounds, 0.18% hits; inhibition, % at 10 µM; Isocitrate dehydrogenase [NADP] cytoplasmic (Homo sapiens), O75874; AID 624101, 2012; diaphorase/resazurin fluorescence, 60 min; in the data active = inhibition above about 34%;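 note: 0% = DMSO and 100% = no enzyme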
# * = called active by the depositor; . = not tested or not shown; & = joins results of further samples. This is a subset; rates above refer to the full screens.
Structure	PRC2 inh	IDH1 R132H inh
C[C@H]1CN([C@@H](C)CO)C(=O)Cc2cc(N(C)C)ccc2O[C@@H]1CN(C)C(=O)Nc1ccc(C(F)(F)F)cc1	-6.3	3.3
COC(=O)c1cc(NC(=O)CSc2nnc(-c3ccccc3O)n2-c2ccccc2)ccc1Cl	2.5	0.3
COc1ccc(C(O)CNC(=O)/C=C/c2ccccc2)cc1 (stereo not drawn)	8.6	0.4
CNC[C@H]1Oc2c(NS(=O)(=O)c3cccs3)cccc2C(=O)N([C@@H](C)CO)C[C@@H]1C	.	1.2
CC(C)CC#Cc1ccc2c(c1)O[C@@H](CN(C)C(=O)c1ccccc1F)[C@@H](C)CN([C@H](C)CO)S2(=O)=O	.	0.5
C[C@@H]1CN([C@@H](C)CO)C(=O)Cc2cc(NS(C)(=O)=O)ccc2O[C@H]1CN(C)CC1CC1	0.0	1.5
C[C@H]1CN([C@@H](C)CO)C(=O)c2cccc(NC(=O)CCCCCC(=O)Nc3ccccc3N)c2O[C@H]1CN(C)S(=O)(=O)c1cccs1	0.4	0.1
CC(C)NC(=O)Nc1ccc2c(c1)C(=O)N([C@@H](C)CO)C[C@@H](C)[C@@H](CN(C)C(=O)c1ccncc1)OCCCC[C@@H](C)O2	-20.3	3.7
CO[C@@H]1CN(C)C(=O)c2ccc(NC(=O)c3ccccc3)cc2OC[C@@H](C)N(CC2CC2)C[C@@H]1C	11.7	-0.2
C/C=C/c1ccc2c(c1)O[C@H](CN(C)S(C)(=O)=O)[C@H](C)CN([C@@H](C)CO)S2(=O)=O	9.5	0.7
O=C(O)C[C@H]1CC[C@H](NC(=O)Nc2ccccc2)[C@@H](CO)O1	6.4	-0.2
C[C@@H]1CN([C@H](C)CO)C(=O)c2cc(NC(=O)Nc3ccc(F)cc3)ccc2O[C@@H]1CN(C)Cc1ccc(C(=O)O)cc1	.	0.5
CCN(CC)CCNc1ncnc2c1sc1nc(N3CCCC3)c3c(c12)CC(C)(C)OC3	-6.7	-0.7
C[C@H](CO)N1C[C@H](C)[C@H](CN(C)S(=O)(=O)c2ccccc2)OCCCC[C@H](C)Oc2ccc(NC(=O)Nc3ccccc3)cc2C1=O	.	1.8
O=C(C[C@H]1C[C@H]2c3cc(NC(=O)C4CCC4)ccc3O[C@H]2[C@@H](CO)O1)NCCc1ccccc1	7.7	-1.4
COCC(=O)N(C)C[C@H]1Oc2ncc(-c3ccc(C#N)cc3)cc2C(=O)N([C@@H](C)CO)C[C@H]1C	-4.4	1.7
C[C@@H]1CCCCO[C@H](CN(C)Cc2ccc(C(F)(F)F)cc2)[C@@H](C)CN([C@H](C)CO)C(=O)c2cc(NC(=O)Nc3ccc4c(c3)OCO4)ccc2O1	.	0.9
Cc1noc(C)c1NC(=O)Nc1ccc2c(c1)CC(=O)N([C@@H](C)CO)C[C@H](C)[C@H](CN(C)C(=O)NC(C)C)O2	.	1.1
COc1cccc(S(=O)(=O)N[C@H]2CC[C@@H](CCn3cc(-c4ccccn4)nn3)O[C@@H]2CO)c1	-15.9	-0.3
C[C@H](CO)N1C[C@H](C)[C@@H](CN(C)S(=O)(=O)c2ccccc2)Oc2ncc(C#CC3(O)CCCC3)cc2C1=O	.	-0.3
C[C@@H]1CN([C@H](C)CO)C(=O)c2cc(C#CC3(O)CCCC3)cnc2O[C@@H]1CN(C)Cc1ccccn1	0.3	-1.3
Cc1noc(C)c1NC(=O)N(C)C[C@H]1Oc2ccc(N(C)C)cc2CC(=O)N([C@@H](C)CO)C[C@@H]1C	0.6	-1.6
Cc1cc(C)nc(SC(C)C(=O)Nc2ccc(Cl)cc2)n1 (stereo not drawn)	10.8	0.4
O=C(CCn1cnc2ccccc2c1=O)Nc1cccc(Cl)c1	4.9	0.5
COc1cccc(C(=O)c2oc3ccccc3c2NC(=O)COc2ccccc2)c1	-7.3	-0.5
Cc1cccc(C(=O)Nc2cccc(OCC(=O)O)c2)c1	1.7	0.4
CN(C)c1ccc2c(c1)[C@@H]1C[C@H](CC(=O)O)O[C@H](CO)[C@@H]1O2	-10.6	-7.3
CO[C@@H]1CN(C)C(=O)c2cc(NC(=O)Nc3ccccc3)ccc2OC[C@H](C)NC[C@@H]1C	9.0	0.3
C[C@@H]1CN([C@H](C)CO)C(=O)c2cc(NC(=O)Cc3ccccc3)ccc2O[C@H]1CN(C)Cc1ccc(-c2ccccc2)cc1	.	3.0
O=C(CCc1nc(-c2ccc(Cl)cc2)no1)N1CCOCC1	5.8	0.5
C[C@@H]1CCCCO[C@@H](CN(C)C(=O)Nc2ccc3c(c2)OCO3)[C@@H](C)CN([C@H](C)CO)C(=O)c2cc(NC(=O)Nc3ccc(F)cc3)ccc2O1	.	1.3
COc1ccc(S(=O)(=O)N(C)C[C@H]2OCCCC[C@@H](C)Oc3ccc(NS(=O)(=O)c4ccc(Cl)cc4)cc3C(=O)N([C@@H](C)CO)C[C@H]2C)cc1	.	3.1
CO[C@H]1CN(C)C(=O)c2ccc(NC(=O)C3CCOCC3)cc2OC[C@@H](C)N(Cc2nccs2)C[C@H]1C	0.9	0.1
O=C(O)CSc1nc2cc(N3CCOCC3)c(F)cc2[nH]1	0.1	0.0
O=C(CC1CC1)Nc1ccc2c(c1)[C@@H]1C[C@H](CC(=O)N3CCOCC3)O[C@H](CO)[C@@H]1O2	4.9	0.0
C[C@@H]1CN([C@@H](C)CO)S(=O)(=O)c2ccc(C#CC3CCCC3)cc2O[C@H]1CN(C)C(=O)Nc1cc(F)ccc1F	17.8	-0.1
O=C(C[C@@H]1C[C@@H]2c3cc(NC(=O)Cc4ccncc4)ccc3O[C@@H]2[C@@H](CO)O1)NCc1cccnc1	-5.6	0.3
Cc1cc(=O)[nH]c(SCCCOc2ccccc2-c2ccccc2)n1	18.5	0.5
C[C@H](CO)N1C[C@H](C)[C@@H](CN(C)C)Oc2cc(C#CC3(O)CCCC3)ccc2S1(=O)=O	-0.7	2.8
COc1ccc(-c2cnc3c(c2)C(=O)N([C@H](C)CO)C[C@@H](C)[C@H](CN(C)C(=O)C2CCOCC2)O3)cc1	.	0.2
CCCNC(=O)N(C)C[C@H]1Oc2ncc(C3=CCCC3)cc2C(=O)N([C@H](C)CO)C[C@@H]1C	0.4	-0.2
C[C@@H]1CN([C@H](C)CO)C(=O)Cc2cc(NC(=O)Nc3ccc(C(F)(F)F)cc3)ccc2O[C@@H]1CN(C)Cc1ccc(Oc2ccccc2)cc1	.	-1.1
COc1ccccc1CNC(=O)C[C@@H]1C[C@H]2c3cc(NC(=O)Nc4ccccc4F)ccc3O[C@H]2[C@@H](CO)O1	-10.2	0.2
CC(=O)c1ccc(NC(=O)CSc2nnc(N)n2-c2ccccc2)cc1	-23.1	3.3
COc1ccc(NC(=O)Nc2cccc3c2O[C@H](CN(C)C(=O)Nc2ccc(F)cc2)[C@H](C)CN([C@H](C)CO)C3=O)cc1	.	-0.7
Cc1cc(OCC(=O)Nc2cccc3ncccc23)cc(C)c1Cl	7.3	-0.6
Cc1noc(C)c1NC(=O)Nc1ccc2c(c1)CC(=O)N([C@H](C)CO)C[C@@H](C)[C@H](CN(C)S(=O)(=O)c1cn(C)cn1)O2	.	-0.1
Cc1ccc(S(=O)(=O)N(C)C[C@@H]2OCCCC[C@@H](C)Oc3ccc(NS(C)(=O)=O)cc3C(=O)N([C@H](C)CO)C[C@@H]2C)cc1	.	-1.2
CC(C)NC(=O)Nc1ccc2c(c1)C(=O)N([C@H](C)CO)C[C@@H](C)[C@H](CN(C)C(=O)Nc1ccccc1)OCCCC[C@@H](C)O2	-3.3	0.6
Nc1ncnc2c1ncn2CCN1CCOCC1	.	1.4
CCC(=O)Nc1ccc2c(c1)C(=O)N(C)C[C@H](OC)[C@H](C)CN(C(=O)C1CCC1)[C@@H](C)CO2	-6.3	0.2
CO[C@@H]1CN(C)C(=O)c2ccc(NC(=O)C3CCCCC3)cc2OC[C@H](C)N(Cc2cccnc2)C[C@H]1C	-3.6	0.1
CN(C)CC(=O)N[C@H]1CC[C@@H](CCn2cc(C3CCCCC3)nn2)O[C@@H]1CO	-8.2	-0.3
C[C@@H]1CN([C@H](C)CO)C(=O)Cc2cc(NC(=O)Nc3ccc4c(c3)OCO4)ccc2O[C@H]1CN(C)S(=O)(=O)c1ccc(F)cc1	.	0.5
O=C(NCCCO)C(=O)NCC1COc2ccccc2O1 (stereo not drawn)	1.6	0.0
O=C(C[C@H]1C=C[C@@H](NC(=O)c2ccc(F)cc2)[C@H](CO)O1)NCCc1ccncc1	0.2	0.1
COc1ccc2c(=O)ccoc2c1	8.3	0.0
C[C@H]1CN([C@@H](C)CO)C(=O)c2cccc(NC(=O)Nc3cccc4ccccc34)c2O[C@H]1CN(C)C(=O)NC1CCCCC1	-50.7	-0.6
Cc1noc(C)c1NC(=O)N(C)C[C@H]1Oc2ccc(NC(=O)Nc3cccc4ccccc34)cc2CC(=O)N([C@@H](C)CO)C[C@@H]1C	.	-11.0
CSCCC(Nc1ncnc2sc3c(c12)CCCC3)C(=O)O (stereo not drawn)	0.0	3.3

# Continued.
Structure	PRC2 inh	IDH1 R132H inh
Cn1c(SCC(=O)N2CCN(c3ccccc3)CC2)nnc1-c1cc2ccccc2o1	15.3	1.7
CO[C@@H](CN(C)S(=O)(=O)c1ccc(C)cc1)[C@@H](C)CN(Cc1ccccc1Cl)[C@H](C)CO	51.1*	0.0
C[C@@H]1CN([C@@H](C)CO)C(=O)Cc2cc(NC(=O)C3CC3)ccc2O[C@@H]1CN(C)Cc1ccc(C(F)(F)F)cc1	-6.1	-1.5
COc1ccc(CN(C)C[C@H]2OCCCC[C@@H](C)Oc3ccc(NC(=O)Nc4ccc5c(c4)OCO5)cc3C(=O)N([C@@H](C)CO)C[C@H]2C)cc1	.	2.8
C[C@@H]1CN([C@H](C)CO)S(=O)(=O)c2ccc(C#CCN(C)C)cc2O[C@H]1CN(C)C(=O)c1ccccc1F	.	-0.2
CN(C)CC(=O)Nc1ccc2c(c1)[C@H]1C[C@H](CC(=O)NC3CCCC3)O[C@@H](CO)[C@H]1O2	12.8	-0.3
CO[C@@H]1CC[C@@H]2CCN(C)C(=O)[C@H](C)[C@H](OC)CN(C)C(=O)c3cccc(C#N)c3OC[C@H]1O2	2.2	-0.1
CC12N=C3SCc4ccccc4CN3[C@H](c3ccccc3O1)[C@H]2CO[Si](C)(C)C(C)(C)C	4.8	.
C[C@@H]1CN([C@@H](C)CO)C(=O)c2cccc(NC(=O)NC3CCCCC3)c2O[C@H]1CN(C)C(=O)Nc1ccc(F)cc1	-4.7	1.4
CO[C@H](CN(C)C(=O)c1cnccn1)[C@H](C)CN([C@@H](C)CO)S(=O)(=O)c1ccc(C)cc1	13.7	0.0
COc1ccc(-c2cnc3c(c2)C(=O)N([C@H](C)CO)C[C@@H](C)[C@H](CN(C)C(=O)C2CCCCC2)O3)cc1	3.6	.
COc1cccc(-c2nnc(SCC(=O)Nc3cccc([N+](=O)[O-])c3)n2C)c1	-6.8	-0.1
C[C@@H]1CN([C@H](C)CO)C(=O)c2cc(NC(=O)Nc3ccc4c(c3)OCO4)ccc2O[C@@H](C)CCCCO[C@@H]1CN(C)C(=O)Cc1ccccc1	.	0.0
CO[C@H]1CN(C)C(=O)c2cc(NS(=O)(=O)c3cn(C)cn3)ccc2OC[C@@H](C)N(C)C[C@H]1C	-11.5	.
CCCc1occc(=O)c1CC=O	-12.4	-0.2

# Whole records, quoted from the list. Order of values: PRC2 inh, IDH1 R132H inh
# CO[C@@H]1CC[C@@H]2CCN(C)C(=O)[C@H](C)[C@H](OC)CN(C)C(=O)c3cccc(C#N)c3OC[C@H]1O2 is entered as 2.2, -0.1
# COc1cccc(-c2nnc(SCC(=O)Nc3cccc([N+](=O)[O-])c3)n2C)c1 is entered as -6.8, -0.1
# C[C@@H]1CN([C@H](C)CO)C(=O)c2cc(NC(=O)Nc3ccc4c(c3)OCO4)ccc2O[C@@H](C)CCCCO[C@@H]1CN(C)C(=O)Cc1ccccc1 is entered as ., 0.0
# COc1ccc(CN(C)C[C@H]2OCCCC[C@@H](C)Oc3ccc(NC(=O)Nc4ccc5c(c4)OCO5)cc3C(=O)N([C@@H](C)CO)C[C@H]2C)cc1 is entered as ., 2.8
# CCCc1occc(=O)c1CC=O is entered as -12.4, -0.2

# Further entries
Structure	PRC2 inh	IDH1 R132H inh
Nc1ncnc2c1c(I)cn2C1OC(CO)C(O)C1O (stereo not drawn)	.	-0.2&0.6
C[C@@H]1CN([C@H](C)CO)C(=O)c2ccccc2-c2ccccc2CO[C@H]1CN(C)C(=O)[C@H](C)c1ccccc1	-5.0	.
COc1ccc(NC(=O)N[C@H]2CC[C@@H](CCNS(=O)(=O)c3ccccc3F)O[C@H]2CO)cc1	-1.4	-0.3
CC(C)NC(=O)N(C)C[C@H]1OCCCC[C@@H](C)Oc2ccc(NS(=O)(=O)c3ccccc3)cc2C(=O)N([C@H](C)CO)C[C@H]1C	.	0.3
CO[C@@H]1CN(C)C(=O)c2cc(NS(=O)(=O)c3cn(C)cn3)ccc2OC[C@H](C)N(Cc2cccc(F)c2)C[C@@H]1C	2.8	0.1
CO[C@@H]1CN(C)C(=O)c2cc(NC(=O)Nc3ccccc3)ccc2OC[C@H](C)N(C(=O)CC2CC2)C[C@H]1C	-10.8	-0.2
COC1CCC(C(=O)c2ccc3nc4c(cc3c2)CCCO4)CC1 (stereo not drawn)	4.4	-1.5

# High-throughput results (PubChem BioAssay)
